Screening results from PubChem BioAssay.
APJ ag: activates the human apelin receptor APJ. P35414. CHO-K1 APJ PathHunter beta-arrestin, luminescence; 0% DMSO wells, 100% apelin. activation, % at 20 µM. actives 0.11% (n = 330,000). AID 2520;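 active = activation more than six SD over the plate average, tested at 20 µM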;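 also: 0% = DMSO alone and 100% = apelin-13 at 10 nM; some results filed as inactive read as strong as hits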
Target sequence (P35414 whole entry, looked up): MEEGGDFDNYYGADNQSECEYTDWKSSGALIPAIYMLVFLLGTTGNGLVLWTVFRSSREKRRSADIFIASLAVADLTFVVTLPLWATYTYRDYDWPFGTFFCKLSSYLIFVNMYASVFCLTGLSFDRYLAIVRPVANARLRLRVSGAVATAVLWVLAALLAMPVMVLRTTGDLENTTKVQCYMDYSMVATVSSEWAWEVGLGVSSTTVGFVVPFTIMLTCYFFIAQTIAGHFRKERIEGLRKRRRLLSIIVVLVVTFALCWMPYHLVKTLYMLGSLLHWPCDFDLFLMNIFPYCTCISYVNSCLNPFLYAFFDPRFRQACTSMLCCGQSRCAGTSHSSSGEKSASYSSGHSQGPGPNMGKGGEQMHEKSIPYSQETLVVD
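Test system: CHO-K1 APJ beta-arrestin complementation cell line. Amount: cell density 1000 per well. Controls: DMSO negative, 10 nM Apelin-13 positive. Signal: luminescent beta-gal fragment complementation, chemiluminescent substrate. Read-out basis: agonist-driven arrestin binding to APJ. Timing: compound stimulation 90 min at 25 °C, detection 60 min.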
Mdm2-MdmX inh: disrupts the human Mdm2-MdmX interaction; O15151+Q00987; SaOS-2 split-luciferase Mdm2/MdmX complementation, luminescence; inhibition, % at 8 µM; actives 3% (n = 330,000); AID 485346;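 active = inhibition of at least 50% at 8 µM in the primary screen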
CHOP UPR activ: apoptotic UPR (CHOP) activation. CHO-CHOP luciferase reporter, luminescence; percent of tunicamycin response over DMSO baseline. activation, % at 10 µM. actives 0.34% (n = 330,000). AID 449763;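 active = at 10 µM dose, activation of 40% or more, normalized to positive control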;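 also: 100% = tunicamycin at 10 µg/mL and 0% = DMSO alone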
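Material: CHO-CHOP cells, stable luciferase reporter of PERK-eIF2a-CHOP signalling; quantity: 500 reporter cells seeded per well; buffer or medium: F12 medium containing 10% fetal bovine serum; compound: one dose, 10 µM in 0.5% DMSO; incubation: 6 h compound treatment, 37 °C; measured by: Steady-Glo luciferase luminescence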
tim10-1 inh: inhibits growth of tim10-1 mutant yeast; inhibition, % at 20 µM; actives 2.2% (n = 330,000); AID 463190; S. cerevisiae tim10-1 ts strain growth, BacTiter-Glo, 24 h;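 active = inhibition of at least 40%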;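 also: mutant grown at 25 °C; 0% = DMSO wells with yeast and 100% = wells holding no yeast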
NR3A LBD binder: modulates the human NR3A ligand-binding domain; NR3A LBD differential scanning fluorimetry, Tm shift; 0% = protein alone, 100% = glycine-bound protein; Tm shift relative to glycine control, % at 25 µM; actives 2.5% (n = 340,000);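 active = melting temperature shift of at least 10% of the positive control shift, at one fixed dose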
UPR XBP1 act: adaptive UPR (XBP1) activation | CHO-XBP1 luciferase reporter, IRE1-XBP1 UPR activation, luminescence; percent of tunicamycin response, DMSO as zero | actives 0.33% (n = 330,000) | AID 463104 | activation, % at 20 µM;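 active = versus positive control, 20 µM dose yields 30% or more activation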;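 also: 100% = tunicamycin at 10 µg/mL and 0% = DMSO only wells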
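assay system = CHO-XBP1 luciferase reporter cells | amount = 1000 cells/well | buffer or medium = F12 plus 10% FBS | compound dosing = single point, 20 µM final compound, 1% DMSO | incubation = 16-18 h cell attachment at 37 °C, then 6 h compound exposure | detection = Steady-Glo luminescence read | controls = tunicamycin 10 µg/mL and vehicle-only wells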
TIM10 inh: TIM10 yeast growth inhibition | S. cerevisiae TIM10 strain growth, BacTiter-Glo luminescence, 24 h | inhibition, % at 10 µM | actives 1.4% (n = 330,000);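 active = inhibition of 40% or more at the single tested concentration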;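 also: wild-type TIM10 isogenic control strain grown at permissive 25 °C; 0% = DMSO yeast wells and 100% = minimal medium wells without yeast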
NLRP3 yeast inh: NALP3 inhibition in yeast; Yeast reconstituted NLRP3/ASC/caspase-1, beta-gal luminescence, 24 h; inhibition, % at 10 µM; actives 0.39% (n = 330,000); AID 2825;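 active = inhibition of 50% or more; inactive = inhibition below 50%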;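 also: plate controls were induced DMSO wells for no effect and uninduced yeast grown without galactose for full effect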
tim23-1 inh: tim23-1 yeast growth inhibition; S. cerevisiae tim23-1 growth, BacTiter-Glo luminescence, 24 h; inhibition, % at 20 µM; actives 1.3% (n = 330,000); AID 463212;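 active = growth inhibition of the mutant yeast at or above 50%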;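 also: temperature-sensitive mutant grown at 25 °C; plate controls were DMSO-treated mutant yeast for no effect and medium wells lacking yeast for full effect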
An asterisk follows results filed as active.

SMILES	APJ ag	Mdm2-MdmX inh	CHOP UPR activ	tim10-1 inh	NR3A LBD binder	UPR XBP1 act	TIM10 inh	NLRP3 yeast inh	tim23-1 inh
O=C(NCC1CCS(=O)(=O)C1)NCC1CCS(=O)(=O)C1 (stereo not given)	-4	-8	0.6	17	-1	0	7	7	2
COc1cc(C(c2c(NC(=O)c3ccco3)sc(C)c2C)N2CCOCC2)cc(OC)c1OC (stereo not given)	0	13	-0.4	21	-2	2	12	20	20
Cn1nnnc1SCC(=O)Nc1cccc(S(=O)(=O)N2CCCCC2)c1	1	15	-0.9	-2	0	0	10	5	5
O=C(CC1CCCC1)NCCS(=O)(=O)N1CCN(c2ccc(F)cc2)CC1	-8	7	-0.3	-13	2	-4	-4	14	-3
CC(C)=CCOc1ccc2ccc(=O)oc2c1	-3	-23	1.4	18	0	5	5	3	9
Cc1cc(C)cc(NC(=O)Cn2c(-c3ccccc3Cl)nc3ccccc32)c1	-4	7	1.5	22	-6	1	-1	-6	7
COc1ccc(OC)c(N=c2oc3cc(O)ccc3cc2C(N)=O)c1	-8	31	-2.8	14	0	1	6	20	-5
Cn1cc(CN2CCN(CC(C)(C)C)C(CCO)C2)c2ccccc21 (stereo not given)	-3	1	-1.1	-2	1	-5	-1	18	-13
COc1ccc(S(=O)(=O)N2CC(C)N(C(=O)N(C)C)C2C(C)C)cc1 (stereo not given)	0	-7	1.1	-1	0	-1	20	4	12
COc1ccc(NC(=O)CS(=O)CC(=O)NCC2OCCc3ccccc32)cc1 (stereo not given)	-1	-8	-0.3	5	0	7	-5	6	5
O=C(OCc1nc2ccccc2[n+]([O-])c1C(=O)c1ccccc1)c1cccs1	2	-9	-0.7	20	-1	-2	19	20	30
CC(=O)N1c2ccc(S(=O)(=O)N3CCC(C(=O)NC(C)c4ccccc4)CC3)cc2CC1C (stereo not given)	-2	11	-2.1	3	2	-1	-4	15	11
COc1ccc(NC(=O)c2nn(C)c(C(=O)Nc3ccc(OC)cc3)c2[N+](=O)[O-])cc1	0	14	1.3	-16	0	-6	-16	18	9
Cc1cnn(C(=S)NCc2ccco2)c1	-3	2	1.9	10	4	4	12	11	8
Cc1cccc(N2CCN(C(=O)CCS(=O)(=O)c3ccc4c(c3)NC(=O)C(C)S4)CC2)c1C (stereo not given)	7	40	9.0	-13	7	-5	-13	-5	-5
O=Cc1cn(CC(=O)N2CCCCCC2)c2ccccc12	-4	10	-0.8	-5	-1	-5	8	2	9
Cc1ccc(C)c(NC2CCCCC2NS(=O)(=O)c2ccccc2)c1 (stereo not given)	7	13	2.1	46*	-13	-6	25	5	37
Cc1cccc(N(C(=O)c2snc(C(N)=O)c2N)C(C(=O)NC2CCCC2)c2ccc(C)o2)c1 (stereo not given)	-2	29	-0.8	13	2	3	1	-1	11
CC(=O)NC(C)(C)C1CC=C(C)/C(=N\O)C1 (stereo not given)	-5	22	-2.6	0	1	0	1	4	-5
COc1ccc(NC(=O)c2oc3ccccc3c2NC(=O)c2ccco2)c(OC)c1	-1	20	0.2	20	1	2	19	-3	22
Cc1ccc(C(=O)NNC(=O)CCC(=O)Nc2cccc(Cl)c2C)cc1	-3	4	-0.2	1	-2	-3	5	3	3
COc1ccc(C(=O)O)cc1S(=O)(=O)Nc1ccccc1-c1ccccc1	-2	-18	2.7	-5	-2	-1	1	5	5
CC(C)(C)c1ccc(C(=O)NNC(=S)NC(=O)c2cccnc2)cc1	-5	34	6.2	12	-5	9	-5	21	-15
CC(C)c1ccc2[nH]c3c(c2c1)CCC/C3=N\NC(=O)c1ccncc1	1	29	0.0	-23	-4	1	29	9	30
Cc1ccc(OCC(=O)N2CCN(S(=O)(=O)c3ccccc3[N+](=O)[O-])CC2)cc1	-4	22	0.2	2	1	-5	11	8	3
Cc1cc(C(=O)N2CCC(C(N)=O)CC2)c(C)o1	-4	10	-0.5	1	0	0	-8	17	-8
Cc1ccccc1S(=O)(=O)NC1OC(=O)C(Cl)=C1Cl (stereo not given)	-6	38	47*	-9	1	2	-8	7	-4
CCN(c1ccccc1)S(=O)(=O)c1cccc(C(=O)Nc2ccc(C)cn2)c1	2	22	1.2	-7	2	-2	-20	10	26
COc1ccc(S(=O)(=O)N2CCN(C(=O)c3cccs3)CC2)cc1OC	-5	-7	-1.5	11	-12	-2	0	-10	9
CCn1cc(C(=O)O)c(=O)c2cc(F)c(N3CCN(C(=S)NC(=O)c4cccc(F)c4)CC3)cc21	-3	-4	-1.8	1	0	-1	9	1	-3
CSc1ccccc1C(=O)Nc1cccc(C)c1	-4	-5	-0.6	20	0	3	44*	31	37
CC(C)CC(=O)NC(=S)Nc1ccc(N2CCN(C(=O)c3cccs3)CC2)cc1	2	43	11	23	1	-5	11	32	33
COc1ccc(C(C(=O)NC2CCCC2)N(C(=O)c2ccco2)c2cc3c(cc2C(C)=O)OCO3)cc1 (stereo not given)	-1	-16	1.5	16	-2	-8	5	-14	21
COc1ccc(CNc2oc(-c3ccccc3)nc2C#N)cc1	1	-12	0.4	30	-14	3	0	17	39
COc1cccc(CN2C(=O)N(C(C)C)C(N(O)C(=O)NC(C)C)C2(C)C)c1OC (stereo not given)	0	0	0.3	-13	2	-4	-9	16	-13
Cc1cnc(C(=O)N2CCCC(N3CCN(c4cccc(C(F)(F)F)c4)CC3)C2)cn1 (stereo not given)	-2	10	0.9	14	1	-7	15	28	18
CCc1ccccc1S(=O)(=O)Cc1ccc(C(=O)NCc2cccs2)o1	-2	-2	0.0	22	-1	0	7	22	1
COc1ccc(S(=O)(=O)N2CCC(C(=O)Nc3cccc(Cl)c3)CC2)cc1OC	0	12	-3.8	-10	-7	-5	-8	9	11
COc1cccc(-c2cc3onc(-c4ccccc4)c3c(=O)n2C)c1	4	-65	0.9	26	3	-2	2	10	37
Cc1cc(=O)c(C(=O)O)nn1-c1ccccc1[N+](=O)[O-]	0	5	3.0	-6	2	-1	-1	14	-5
Cc1oc(-c2cccs2)nc1CS(=O)CC(=O)NCc1ccc2c(c1)OCO2 (stereo not given)	-1	13	2.2	5	1	-1	13	-17	18
COc1ccc(-c2nc(CSCC(=O)N3CCN(C4CCCCC4)CC3)c(C)o2)cc1OC	-3	4	-0.8	25	1	-3	6	9	18
CCN(CC)C(=S)Nc1ccc([N+](=O)[O-])cc1	-2	20	2.5	14	-1	-1	-4	3	5
Cc1cc(C)c(S(=O)(=O)n2cc(C(C)C(N)C(=O)O)c3ccccc32)c(C)c1 (stereo not given)	-3	31	3.9	-6	1	1	13	14	20
O=C(Cc1ccc([N+](=O)[O-])cc1)N1N=C2CCCCC2C1(O)C(F)(F)F (stereo not given)	-2	14	-1.8	11	-1	-3	14	12	28
CC(C)(C)C(=O)NC(=S)NCc1ccccc1	-1	27	-2.4	24	-1	-1	-2	23	17
CCn1cc(C(=O)N(C)c2cc(C)ccc2OC)c2cc(OC)c(OC)cc2c1=O	-3	14	-0.6	34	0	-1	3	5	14
O=C(CN1C(=O)NC2(CCCCC2)C1=O)N1CCN(S(=O)(=O)c2ccccc2)CC1	2	-26	0.3	18	0	0	-9	7	-1
CS(=O)(=O)c1ccc(-c2sc3ccccc3c2C(=O)NCCCN2CCOCC2)cc1	-1	3	1.4	-3	-2	1	-11	14	-9
Cn1nc2c(c1C(=O)N1CCCC(C(=O)c3cc(F)ccc3F)C1)CCCC2 (stereo not given)	-2	-16	-1.7	22	2	-5	10	1	16
(more compounds)
SMILES	APJ ag	Mdm2-MdmX inh	CHOP UPR activ	tim10-1 inh	NR3A LBD binder	UPR XBP1 act	TIM10 inh	NLRP3 yeast inh	tim23-1 inh
CCN(c1ccccc1)S(=O)(=O)c1ccc2c(c1)OCCO2	-1	1	2.3	4	2	-1	13	8	24
Cc1nnc2c(N3CCN(C(=O)c4ccco4)CC3)nc3ccccc3n12	-4	18	2.9	37	1	4	10	4	34
CN(C(=O)CN1C(=O)c2ccccc2S1(=O)=O)c1ccccc1C(=O)O	4	-2	3.0	5	-12	-1	-7	3	9
CC1CCCC(C)N1C(=O)CSc1nnc(-c2c[nH]c3ccccc23)o1 (stereo not given)	-1	3	7.4	11	-32	5	4	1	14
COc1cccc(CN2CCN(C(=O)CC(C)C)CC2)c1	-1	17	-0.4	-17	3	-5	-5	4	10
Cc1nc2nc(COc3ccccc3)[nH]n2c(=O)c1C	3	-9	-0.7	4	1	-1	9	16	-6
COc1ccc(NC(=O)CN2CCC3(O)CCCCC3C2c2cc(OC)ccc2OC)cc1 (stereo not given)	-4	37	-1.3	24	0	-3	17	8	1
CCOC(=O)c1ccccc1NC(=O)Cn1cnc2c(oc3ccccc32)c1=O	-1	8	1.2	10	1	3	-8	11	-33
CN(C(=O)CN1C(=O)CCSc2ccc(S(=O)(=O)N3CCCC3)cc21)c1ccccc1	-4	9	3.2	13	-2	1	1	5	2
CC(=O)NC1C(=O)N=C(SCC(=O)NC2CCCCC2)NC1=O (stereo not given)	-5	12	-2.6	-1	0	0	5	12	5
O=C(CSCc1ccc(F)cc1)N1CCOCC1	2	18	-1.0	8	1	-1	-22	-2	9
COc1ccccc1N1C(=O)c2cccnc2C1=O	0	-6	1.4	-10	-3	-3	-9	10	-5
O=C(NC1c2ccccc2-c2ccccc21)N1CCOCC1	0	50*	-3.4	2	0	-3	-7	-5	-6
CCCOc1ccc(-c2nnn(CC(=O)N3CCCCC3)n2)cc1	0	-17	-0.6	2	1	1	-4	4	18
CC(C)C(C(=O)Nc1ccccc1F)N1C(=O)c2ccccc2C1=O (stereo not given)	0	10	0.7	7	0	2	14	5	1
O=C(OCCN=C1NS(=O)(=O)c2ccccc21)c1cccnc1	-4	13	0.6	8	1	1	7	4	10
Cc1ccc(S(=O)(=O)N2CCC(=O)N(CCO)CC2)cc1	6	-1	0.1	-16	-2	0	1	8	-7
Cc1ccc(Cn2ncc3c(NN)ncnc32)cc1	-1	4	-0.8	27	-1	-2	26	-17	30

Reformatted with each value named: part of the list above
CCCOc1ccc(-c2nnn(CC(=O)N3CCCCC3)n2)cc1
  APJ ag: 0
  Mdm2-MdmX inh: -17
  CHOP UPR activ: -0.6
  tim10-1 inh: 2
  NR3A LBD binder: 1
  UPR XBP1 act: 1
  TIM10 inh: -4
  NLRP3 yeast inh: 4
  tim23-1 inh: 18

Cc1ccc(Cn2ncc3c(NN)ncnc32)cc1
  APJ ag: -1
  Mdm2-MdmX inh: 4
  CHOP UPR activ: -0.8
  tim10-1 inh: 27
  NR3A LBD binder: -1
  UPR XBP1 act: -2
  TIM10 inh: 26
  NLRP3 yeast inh: -17
  tim23-1 inh: 30

O=C(OCCN=C1NS(=O)(=O)c2ccccc21)c1cccnc1
  APJ ag: -4
  Mdm2-MdmX inh: 13
  CHOP UPR activ: 0.6
  tim10-1 inh: 8
  NR3A LBD binder: 1
  UPR XBP1 act: 1
  TIM10 inh: 7
  NLRP3 yeast inh: 4
  tim23-1 inh: 10

O=C(CSCc1ccc(F)cc1)N1CCOCC1
  APJ ag: 2
  Mdm2-MdmX inh: 18
  CHOP UPR activ: -1.0
  tim10-1 inh: 8
  NR3A LBD binder: 1
  UPR XBP1 act: -1
  TIM10 inh: -22
  NLRP3 yeast inh: -2
  tim23-1 inh: 9
